Screens as filed in PubChem BioAssay.
S1P3 antagonist – S1P3 receptor antagonists, primary screen, cell-based; AID 485, 2006; inhibition, % at 4.98 µM; 170,000 compounds, 0.27% hits; Sphingosine 1-phosphate receptor 3 (Homo sapiens), Q99500; CHO S1P3 NFAT-BLA reporter, FRET fluorescence, antagonist mode;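 active means inhibition above the plate cutoff, the mean inhibition of test wells on that plate plus 3 SD, cut at about 28% in these data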;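 further: cells challenged with S1P at its EC80 of 0.8 µM; blue over green emission ratio from cleaved BLA substrate after 4 h stimulation; 0% = S1P-stimulated wells and 100% = unstimulated DMSO-only wells; some compounds past the cut are filed as inactive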
Target sequence (Q99500 whole entry, looked up): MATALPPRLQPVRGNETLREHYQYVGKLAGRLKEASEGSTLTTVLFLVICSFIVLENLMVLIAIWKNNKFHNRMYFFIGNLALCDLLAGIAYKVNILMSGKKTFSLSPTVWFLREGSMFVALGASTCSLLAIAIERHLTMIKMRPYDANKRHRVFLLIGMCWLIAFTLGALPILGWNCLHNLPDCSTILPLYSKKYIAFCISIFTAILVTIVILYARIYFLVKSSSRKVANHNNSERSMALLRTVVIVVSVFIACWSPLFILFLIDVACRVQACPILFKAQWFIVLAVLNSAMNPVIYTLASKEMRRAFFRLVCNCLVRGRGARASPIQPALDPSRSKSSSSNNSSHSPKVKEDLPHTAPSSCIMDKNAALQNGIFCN
TNAP inh hiacc – human TNAP enzyme inhibitors, primary screen, biochemical, luminescent, high phosphate acceptor level, uHTS; Alkaline phosphatase, tissue-nonspecific isozyme (Homo sapiens), P05186; purified TNAP, CDP-star luminescence, 1 M DEA; inhibition, % at 20 µM; 200,000 compounds, 0.03% hits;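 active means over 50% inhibition of tissue-nonspecific alkaline phosphatase at 20 µM in the single-dose screen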;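 further: plate controls were DMSO wells for no effect and EDTA-quenched wells as full inhibition for full effect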
PMI act – activators of human PMI, primary screen, biochemical, fluorescence intensity, near-Km mannose 6-phosphate; Mannose-6-phosphate isomerase (Homo sapiens), P34949; purified human PMI, coupled resazurin fluorescence, 20 min; stronger effect = higher value; 1 = vehicle control, 0 substrate-free wells; activation factor at 20 µM; 190,000 compounds, 0.005% hits; AID 1214, 2008;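 active means activation factor of 2 or more at 20 µM, relative to plate controls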
Target sequence (P34949 whole entry, looked up): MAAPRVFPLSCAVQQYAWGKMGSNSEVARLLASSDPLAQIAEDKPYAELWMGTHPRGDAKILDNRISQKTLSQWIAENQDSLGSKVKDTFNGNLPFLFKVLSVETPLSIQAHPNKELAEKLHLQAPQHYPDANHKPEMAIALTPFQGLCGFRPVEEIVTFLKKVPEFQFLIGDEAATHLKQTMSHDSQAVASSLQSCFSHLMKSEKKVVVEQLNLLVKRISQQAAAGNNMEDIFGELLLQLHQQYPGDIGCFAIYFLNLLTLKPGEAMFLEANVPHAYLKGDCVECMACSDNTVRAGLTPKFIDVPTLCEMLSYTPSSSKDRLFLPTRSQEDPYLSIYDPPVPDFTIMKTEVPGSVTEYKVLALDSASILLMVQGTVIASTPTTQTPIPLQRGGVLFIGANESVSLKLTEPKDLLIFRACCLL
Hsp70 act – Hsp70 transcriptional activators, primary screen, cell-based, HeLa, Hsp70 promoter luciferase, luminescence, 10 µM. activation, % at 10 µM. 200,000 compounds, 0.04% hits. AID 1203, 2008. HeLa Hsp70 promoter luciferase reporter; scaled: vehicle 0, proteasome-inhibitor control 100%;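 active means activation above the mean across all tested compounds plus 3 SD, cutoff set per campaign, cut at about 5.5% in these data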;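 further: 100% = MG132 at 30 µM as the positive control and 0% = DMSO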
PMI act satM6P – human PMI activators, high substrate, primary screen, biochemical, fluorescence intensity, near-saturating mannose 6-phosphate; coupled PMI enzyme assay, resazurin fluorescence, 20 min; stronger effect = higher value; 1 = untreated enzyme, 0 = substrate-free blank; activation factor at 20 µM; 190,000 compounds, 0.34% hits; AID 1216, 2008;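 active means activation factor of 2 or more at 20 µM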
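assay system = human phosphomannose isomerase with PGI, G6PDH, diaphorase coupling enzymes | quantity = 15 ng/mL PMI | incubation = enzyme reaction with compound 20 min at room temperature | medium = HEPES pH 7.4 buffer with MgCl2 and Tween-20 | compound dosing = one concentration, 20 µM, in 1% DMSO | measured by = Diaphorase-driven resazurin-to-resorufin fluorescence, excitation 544, emission 590 nm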
Efa HMGR inh – inhibitors of E. faecalis class II HMGR, primary screen, biochemical, Enterococcus faecalis | HMG-CoA reductase (Enterococcus faecalis, mvaE) | purified E. faecalis HMGR, NADPH absorbance 340 nm kinetic | inhibition, % at 10 µM | 190,000 compounds, 0.41% hits;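 active means inhibition above a set limit, the median over all tested compounds plus 3 SD, cut at about 9.5% in these data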;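 further: enzyme runs in reverse so mevalonate oxidation gives rising NADPH absorbance; 0% = complete reaction with DMSO and 100% = background rate lacking mevalonate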
Lmaj promast – Leishmania major promastigote growth inhibition, primary screen | Leishmania major promastigotes, resazurin fluorescence viability | inhibition, % at 10 µM | 200,000 compounds, 9% hits; in the data active means inhibition above about 50%;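 further: promastigotes grown with compound for 44 hours at 28 °C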
Redox H2O2 prof – compounds producing H2O2 with reducing agent – biochemical, NIH compound library profiling, artefact control for MLSCN library redox annotation, primary screen; DTT-dependent redox cycling H2O2, phenol red/HRP absorbance; 100% = 100 µM peroxide control, 0% = buffer; activation, % at 10 µM; 200,000 compounds, 0.03% hits; AID 878, 2007;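 active means activation of at least 50% relative to the plate's high and low controls in the primary single-dose screen; inactive means activation below 50%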;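 further: compound incubated with DTT at 0.8 mM final as the reducing agent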
TNAP inh noacc – human TNAP enzyme inhibitors, primary screen, biochemical, luminescent, no phosphate acceptor, uHTS; inhibition, % at 20 µM; 200,000 compounds, 0.26% hits; purified TNAP, CDP-star luminescence, 30 min;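 active means tissue-nonspecific alkaline phosphatase inhibition above about 50% at 20 µM in the single-dose screen, limit read from the data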;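 further: 0% = DMSO negative control and 100% = EDTA positive control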
RAM inhibit – inhibitors of the yeast RAM network, primary screen, dse1pr::URA3 reporter, 5-FOA selection. S. cerevisiae dse1pr::URA3 reporter, 5-FOA growth OD615, 2 d; analog-sensitive cbk1-as2 kinase mutant strain. 190,000 compounds, 1.8% hits. inhibition, % at 50 µM. AID 868, 2007;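 active means inhibition above a set limit, 3 SD over mean compound inhibition, cut at about 8.4% in these data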;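 further: 0% = DMSO-only wells with no growth and 100% = 10 µM 1-NA-PP1 full growth; inhibition rescues growth on 5-FOA so higher OD means more RAM inhibition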
The depositor's hits bear a star; . = no result given.

molecule	Hsp70 act	RAM inhibit	PMI act satM6P	PMI act	S1P3 antagonist	TNAP inh hiacc	Redox H2O2 prof	Lmaj promast	TNAP inh noacc	Efa HMGR inh
Cc1nnc(SCC(=O)Nc2nccs2)n(N)c1=O	0.0	0.9	1.1	1.2	-18	-7	0.5	0	-5	-3
CCOC(=O)c1cccc(NC(=O)CCOc2ccccc2)c1	0.1	3.1	.	.	-12	-3	-0.7	9	-8	-1
COc1ccc(CCNC(=O)CCC(=O)Nc2ccc3nc(N4CCN(C)CC4)cc(C)c3c2)cc1OC	0.2	2.8	1	1.1	-6	-6	-0.2	-3	-6	1
O=c1/c(=C/c2ccco2)sc2n1CN(c1ccccc1)CN=2	-0.4	-1.1	1	0.9	.	-8	0.1	1	-10	-2
Nc1cc(C(=O)O)ccc1Nc1ccccc1	-0.1	-1.1	1	0.9	-57	-1	-0.3	-4	-9	-3
COCCCNC(=O)CN(CCc1ccccc1)S(=O)(=O)c1ccc(C)cc1	0.0	0.8	0.9	1	-3	-5	0.1	3	-8	6
Cc1ccc(C)c(N2CCN(C(=O)CCc3nc4ccccc4[nH]3)CC2)c1	-0.1	-0.3	1	1	-22	-7	0.3	-8	-5	3
Cc1c(Cl)ccc2c1NC(=O)[C@]21N[C@@H](Cc2ccccc2)[C@H]2C(=O)N(c3ccc(F)cc3)C(=O)[C@H]21	-0.2	8.5*	0.9	0.9	.	1	0.1	35	10	0
COc1ccc(C(=O)NC(=S)NCc2ccco2)cc1OC	-0.2	0.0	0.9	0.9	.	3	1.8	-3	-4	0
CC(=O)OCCSc1c(-c2ccccc2)c2cc(Cl)ccc2[nH]c1=O	0.2	0.2	0.9	0.8	-2	0	0.3	2	7	1
CC1=C(C(=O)Nc2ccc(Cl)cc2)C(c2ccncc2)C(C#N)=C(SCC(N)=O)N1 (centres undefined)	-0.5	1.4	1.4	1.2	.	-8	0.7	18	-2	-2
Cc1ccc(NC(=O)C2OCCc3ccccc32)cc1C (centres undefined)	1.4	0.7	1	1	16	-3	-0.3	3	-5	-1
CCCCNC(=O)Nc1nnc(-c2ccc(Cl)cc2)o1	-0.2	3.7	1.1	1.1	.	-2	-0.2	2	-11	0
CCC(Sc1nc2ccc(N)cc2s1)C(=O)Nc1nccs1 (centres undefined)	-0.1	0.1	1.1	1	.	-8	-0.5	55*	-10	-4
Fc1ccc(-c2csc3nnc(SCc4cccnc4)n23)cc1	-0.4	0.3	1	1	-29	-6	0.9	0	-14	-4
Cc1csc(N(C(=O)c2ccccc2F)c2ccccc2)n1	-0.1	3.7	0.9	0.9	-2	-4	-1.3	2	-10	1
COc1cc(C)ccc1OCCCOc1ccccc1Cl	0.5	3.0	0.9	0.8	.	-4	-7.5	-1	-6	-6
N#Cc1ccc(-c2csc(NNC(=O)c3ccccc3)n2)cc1	-0.4	3.6	1.1	1.1	.	2	2.0	-7	-18	-2
Cc1noc2ncnc(N3CCCCC3)c12	-0.2	1.3	0.9	0.9	-9	1	-1.9	4	1	0
Cc1c(-n2c(-c3ccccc3Cl)n[nH]c2=S)c(=O)n(-c2ccccc2)n1C	-0.1	2.1	1	1.1	-1	-6	-1.9	-5	-4	-3
COc1ccc(C(=O)C2CCCN(Cc3cn(C)nc3-c3ccccc3)C2)cc1F (centres undefined)	-0.3	0.7	1	0.9	4	-4	0.4	2	-7	3
COc1ccc(-c2nn(C)c(=O)c3ccccc23)cc1CNC(=O)c1ccco1	-0.2	-0.5	1	1.1	4	-3	2.2	-3	-7	-6
C=CCn1c(SCC(=O)c2[nH]c(C)c(C(=O)OCC)c2C)nc2scc(-c3ccc(OC)cc3)c2c1=O	-0.3	4.3	1	1	11	4	-0.2	-3	-2	-5
Cc1ccc(N(Cc2ccc(C(=O)Nc3c(C)n(C)n(-c4ccccc4)c3=O)cc2)S(C)(=O)=O)cc1C	0.2	0.3	1	1	13	-2	-0.8	3	-16	0
COCCCNC(=O)c1cc(C(=O)Cc2ccccc2)c[nH]1	0.5	1.6	1.1	1.1	-6	1	-0.6	-6	-8	-2
c1ccc(-c2nn3c(C4CCCCC4)nnc3s2)nc1	-0.1	0.8	0.9	0.9	14	-1	-3.5	9	-8	-2
CCCCOC(=O)Nc1ccc(C(=O)OC)cc1	-0.4	0.3	1	1	6	-4	1.4	-7	-13	-9
O=C(COc1ccccc1C(=O)Nc1ccccc1)NCCc1ccccc1	0.2	3.4	0.9	0.9	3	-4	-1.9	-3	-4	0
CC(C)c1ccc(NC(=O)CCCN2C(=S)NC(C)(C)CC2C)cc1 (centres undefined)	-0.1	1.1	1	1	9	2	-2.6	1	5	-8
CCC(=NCCc1ccccc1)C1=C(O)CCC1=O	-0.1	1.3	1	1	1	-4	1.5	-7	-11	-4
CCOc1ccccc1N(C(=O)Nc1ccc(Cl)cc1)C1=NCCS1	0.0	-1.4	0.9	0.9	-11	5	0.9	0	-11	-4
CCc1nc2c(sc3nc4c(cc32)COC(C)(C)C4)c(=O)n1Cc1ccccc1	-0.5	4.0	1	0.9	.	1	-0.7	20	-6	2
O=S(=O)(c1cccc2nsnc12)N1CCN(c2ccc(F)cc2)CC1	-0.3	2.5	0.9	1	-25	5	-0.2	1	4	0
CCOC(=O)CCC(NC(=O)c1ccccc1C(=O)NC(CCC(=O)OCC)C(=O)OCC)C(=O)OCC (centres undefined)	-0.3	0.3	1.1	1.1	-3	0	0.3	-4	-12	7
CCN(CC)c1ccc(/C=C(\C#N)C(=O)NCc2ccco2)cc1	-0.1	3.8	0.9	0.9	6	18	0.0	4	9	-5
COCc1cc(=O)[nH]c(Sc2c(-c3ccccc3)c3ccc(Cl)cc3[nH]c2=O)n1	-0.2	3.2	1	0.9	-5	-2	-0.1	-5	-9	-6
COc1ccc(CNC(=O)CSc2nnc(C(F)(F)F)n2C)cc1	0.1	0.5	1	1	4	-3	0.1	-5	-14	-3
O=C(Nc1ccccc1N1CCN(C(=O)c2ccc(Cl)cc2)CC1)c1cc2ccccc2o1	-0.3	1.6	0.8	0.9	20	-10	1.6	45	-9	-1
O=c1ccc(/C=C/c2ccccc2)nn1Cc1ccc(Cl)cc1Cl	-0.5	13*	0.9	0.8	.	-2	0.4	-4	-6	1
COC(=O)c1ccc(CSc2nnc(NC(=O)C3CC(=O)N(Cc4ccc(C)cc4)C3)s2)cc1 (centres undefined)	-0.1	4.0	0.9	1	-8	-4	-0.5	-8	-8	-5
Cc1c(N=Cc2cccnc2)c(=O)n(-c2ccccc2)n1C	-0.3	1.2	0.9	0.9	.	4	-1.1	-2	1	-11
Fc1cccc(F)c1CN1CCN(c2ncccn2)CC1	0.5	-0.6	1	1	-9	1	-1.0	0	-9	0
N/C(=N\OC(=O)c1cccc(Br)c1)c1ccccc1	-0.3	0.8	1	1	.	-7	-1.1	2	-13	2
CCn1c(/C=C\c2ccccc2C)nc2ccccc2c1=O	-0.2	1.5	1.1	1	-2	-3	-0.1	21	-4	-1
O=C(Cn1c(=O)oc2ccccc21)Nc1nc(-c2ccc(Br)cc2)cs1	-0.2	4.9	1.2	1.1	13	-4	0.5	5	-22	-2
CCOC(=O)N1CCN(CCC(=O)Nc2ccc(OC)cc2OC)CC1	-0.3	1.3	1	1	.	-1	0.1	-3	-11	-4
COCCCNS(=O)(=O)c1ccccc1	0.0	3.6	1	1	3	-3	3.3	-5	-8	-1
CSCCC(NS(=O)(=O)c1ccc(Br)cc1)C(=O)OCC(=O)NC1CC1 (centres undefined)	0.6	0.2	0.9	1	-12	-4	-0.5	4	-21	-2
CC(C)NC(=O)c1ccccc1-c1nc(-c2ccccc2Cl)no1	-0.1	0.2	0.9	1	26	-9	0.1	5	-15	2
Cn1[nH]c(=O)c2ccccc2c1=O	0.1	0.3	1	0.9	-17	-9	0.4	-4	-10	8

Next structures follow:
molecule	Hsp70 act	RAM inhibit	PMI act satM6P	PMI act	S1P3 antagonist	TNAP inh hiacc	Redox H2O2 prof	Lmaj promast	TNAP inh noacc	Efa HMGR inh
O=C(NNS(=O)(=O)c1ccc(F)cc1)C1CCN(S(=O)(=O)c2ccccc2)CC1	0.1	0.9	1	1.1	-1	-2	-1.6	4	7	1
CC(C)(C)C(=O)Nc1cccc(-c2nnc(-c3cccc(NC(=O)C(C)(C)C)c3)o2)c1	-0.2	4.0	0.9	1	.	2	0.7	6	-4	-1
COC(=O)Cn1ccc(-c2ccc(Cl)cc2)c(C#N)c1=O	0.2	1.3	1	0.9	5	-1	-0.2	-12	-4	0
CCN(C(=O)COC(=O)c1cc(OC)c(OC)cc1[N+](=O)[O-])C1CCS(=O)(=O)C1 (centres undefined)	-0.3	0.1	0.9	1	-9	-5	-0.2	-6	-17	2
O=C(NCc1ccc2c(c1)OCO2)c1ccc(CS(=O)(=O)Cc2cccc(Cl)c2)o1	-0.4	4.5	0.9	0.9	-2	2	-0.1	79*	-8	-2
CC(C)(C)c1nc(N2CCN(C(=O)c3ccco3)CC2)c2nnn(Cc3ccccc3)c2n1	-0.2	4.6	0.9	0.9	.	-6	1.9	35	-9	-2
CCn1c(N)c(C(=O)NCc2ccc3c(c2)OCO3)sc1=S	0.3	5.1	1	0.9	2	-4	-0.5	14	-9	-4
Cn1c(=O)c2c(nc(NCC3CCCO3)n2C)n(C)c1=O (centres undefined)	0.2	1.5	0.9	0.9	10	-5	0.6	-2	-9	1
CC(C)C(=O)Nc1nc2cc3c(cc2s1)OCO3	0.0	2.2	1	1	.	-4	-1.2	0	-1	-9
O=C(c1ccc(C(=O)N2CCOCC2)s1)N1CCOCC1	-0.2	2.9	1	1	.	38	0.2	-2	-6	-6
N#Cc1c(=O)c2nc(NCc3ccccc3)ncc2n2ccccc12	-0.4	5.6	1.5	1.2	.	-7	-0.8	12	-12	5
